NR3A LBD binder: modulates the human NR3A ligand-binding domain. NR3A LBD differential scanning fluorimetry, Tm shift; 0% = protein alone, 100% = glycine-bound protein. Tm shift relative to glycine control, % at 25 µM. 340,000 tested, 2.5% active. AID 1259313;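 active means melting temperature shift of at least 10% of the positive control shift, at one fixed dose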
APOBEC3G inh: blocks human APOBEC3G single-stranded DNA deamination | recombinant A3G, ssDNA deamination FAM/TAMRA fluorescence | inhibition, % at 20 µM | 330,000 tested, 0.28% active | AID 493012;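 active means inhibition of at least 40% at 20 µM, with no more than 30% in the related APOBEC3A deaminase screen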;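 further: plate controls were DMSO wells with A3G for no effect and wells lacking A3G enzyme for full effect; some compounds called inactive have numbers as strong as hits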
Target sequence (Q9HC16 whole entry, looked up): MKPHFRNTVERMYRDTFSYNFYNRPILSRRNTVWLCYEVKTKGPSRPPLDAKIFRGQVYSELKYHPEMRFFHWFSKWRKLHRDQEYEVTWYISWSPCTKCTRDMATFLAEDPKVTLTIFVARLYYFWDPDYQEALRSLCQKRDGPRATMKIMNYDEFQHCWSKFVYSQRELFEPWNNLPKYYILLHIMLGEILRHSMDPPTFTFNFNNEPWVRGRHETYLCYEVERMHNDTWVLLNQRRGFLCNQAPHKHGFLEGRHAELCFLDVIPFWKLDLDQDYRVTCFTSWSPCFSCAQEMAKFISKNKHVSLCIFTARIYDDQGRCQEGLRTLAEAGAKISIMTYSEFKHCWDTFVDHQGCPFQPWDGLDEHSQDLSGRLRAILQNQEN
CCR6 antag: blocks CCL20-driven beta-arrestin recruitment at human CCR6; P51684; CHO-K1 CCR6 PathHunter beta-arrestin, luminescence, CCL20-stimulated; inhibition, % at 20 µM; 340,000 tested, 0.49% active; AID 493098;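 active means compounds whose inhibition of the agonist-driven luminescence signal at 20 µM reaches about 50%, limit read from the data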;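 further: cells stimulated with CCL20 at 14 nM final; plate controls were DMSO with CCL20 for no effect and DMSO without agonist for full effect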
Target sequence (P51684 whole entry, looked up): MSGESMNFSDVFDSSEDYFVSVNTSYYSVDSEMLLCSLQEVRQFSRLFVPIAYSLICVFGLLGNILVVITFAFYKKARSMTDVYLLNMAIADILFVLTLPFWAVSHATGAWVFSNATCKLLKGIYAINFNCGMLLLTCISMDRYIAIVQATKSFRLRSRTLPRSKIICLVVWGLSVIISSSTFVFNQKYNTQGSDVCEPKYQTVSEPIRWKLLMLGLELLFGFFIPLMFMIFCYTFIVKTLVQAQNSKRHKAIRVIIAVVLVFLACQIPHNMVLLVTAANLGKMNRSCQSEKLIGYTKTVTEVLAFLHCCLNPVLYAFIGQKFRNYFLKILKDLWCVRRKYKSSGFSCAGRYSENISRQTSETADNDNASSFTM
EBI2 antag: EBI2 (human) antagonism; P32249; EBI2 beta-arrestin recruitment, luminescence, 7a,25-OHC stimulated; inhibition, % at 5 µM; 360,000 tested, 0.81% active; in the data active means inhibition above about 38%;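 further: enzyme fragment complementation signal reports receptor beta-arrestin coupling in cells; 0% = agonist plus DMSO wells and 100% = wells without agonist; some results beyond the cut were filed as inactive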
Gli-Sufu block: Gli-Sufu pathway antagonism. inhibition, % at 5 µM. AID 588413. Sufu-KO-LIGHT fibroblasts, Gli luciferase reporter luminescence. 340,000 tested, 0.74% active;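 active means inhibition above about 55%, limit read from the data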;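 further: 0% = DMSO-treated cells and 100% = wells with medium but no cells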
MPTP block: permeability transition pore inhibition | isolated mouse mitochondria, Ca2+ swelling absorbance, 30 min | 360,000 tested, 1.4% active | inhibition, % at 10 µM;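 active means inhibition of 50% or more, scaled per plate between neutral and stimulator controls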;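 further: 0% = DMSO wells given calcium and 100% = 1 mM EGTA wells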
A3A deaminase: inhibitors of human APOBEC3A DNA deaminase; P31941; recombinant A3A, FAM/TAMRA ssDNA deamination fluorescence; inhibition, % at 20 µM; 330,000 tested, 0.41% active; AID 493011;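 active means at least 40% inhibition at 20 µM here, with at most 30% in a related deaminase screen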;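 further: plate controls were A3A with DMSO for no effect and wells lacking A3A enzyme for full effect; some results filed as inactive read as strong as hits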
Target sequence (P31941 whole entry, looked up): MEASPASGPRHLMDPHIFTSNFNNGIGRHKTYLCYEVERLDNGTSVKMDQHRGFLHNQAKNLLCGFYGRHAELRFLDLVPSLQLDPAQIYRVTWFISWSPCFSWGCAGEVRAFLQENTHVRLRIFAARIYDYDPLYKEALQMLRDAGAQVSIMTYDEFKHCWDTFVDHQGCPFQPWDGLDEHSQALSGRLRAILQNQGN
CXCR6 block: blocks human CXCR6 beta-arrestin recruitment. O00574. CHO-K1 PathHunter CXCR6 beta-arrestin, luminescence. inhibition, % at 20 µM. 360,000 tested, 0.36% active. AID 602244; in the data active means inhibition above about 34%, passing the limit was not always enough;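 further: antagonist mode with CXCL16 agonist at 10 nM final; 0% = 10 nM CXCL16 with DMSO and 100% = unstimulated wells without agonist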
* marks the source's active call; other numbers are inactive results; . = no result given.

no.	SMILES	NR3A LBD binder	APOBEC3G inh	CCR6 antag	EBI2 antag	Gli-Sufu block	MPTP block	A3A deaminase	CXCR6 block
1	CC(C)N1CCN(Cc2cccn2-c2ccccn2)CC1CCO (stereo not given)	1	-6	-6	-11	13	1.7	-3	2
2	O=c1[nH]c(COc2ccc(Br)cc2Cl)nc2ccccc12	-19	-9	0	-2	-74	1.4	-1	-14
3	Cc1csc2c(N3CCC(C(=O)O)CC3)ncnc12	1	-2	5	-1	-3	2.2	-2	-20
4	C/C(=N\NC(=S)NC1CCCCC1)c1ccc(C)o1	0	-7	23	-2	-18	0.3	-5	19
5	O=C(COc1coc(CN2CCN(c3ccccc3F)CC2)cc1=O)Nc1ccccc1	.	3	-4	8	-10	-0.7	3	1
6	CS(=O)(=O)c1ccccc1C(=O)Nc1cccc2ncccc12	-1	-5	-11	-7	-2	0.5	-1	-13
7	CC(C)OCC1CO1 (stereo not given)	-1	-4	2	4	-12	-2.8	3	2
8	CN(C)c1ccc(C=c2c3ccccc3n3c2c2ccccc2[n+]3C)cc1	-3	.	28	14	44	9.2	.	24
9	CC(C)Cc1nnc(NC(=O)c2cccc(S(=O)(=O)N3CCN(C)CC3)c2)s1	2	-3	3	-2	-2	-0.4	2	-2
10	CC(C)C1NC2(C(=O)c3ccccc3C2=O)C2C(=O)N(c3ccc(F)cc3)C(=O)C12 (stereo not given)	-2	3	4	-1	1	-0.1	3	2
11	COc1ccc(Cl)cc1NC(=O)CN(C)C(=O)Cn1cnc2c1c(=O)n(C)c(=O)n2C	1	-6	5	8	-16	-0.8	0	2
12	CC1CCCN(C(=O)c2ccc(Cl)c(S(=O)(=O)N3CCCCCC3)c2)C1 (stereo not given)	2	-8	15	-2	-16	-3.1	-6	-7
13	CCOc1ccccc1C(=O)NC(C)c1ccc(-n2ccnc2)cc1 (stereo not given)	2	-4	12	0	3	-1.5	-1	-3
14	CCN(CC)CCCNC(=S)N(Cc1cccnc1)Cc1cc2cc(C)ccc2[nH]c1=O	1	-6	14	9	9	-0.5	-1	4
15	O=C(c1cccc(N2C(=O)c3ccccc3C2=O)c1)N1CCCCCC1	-1	6	27	-9	-8	1.4	6	11
16	CN(NC1OC(=O)c2ccccc21)c1ccc(C(F)(F)F)cc1[N+](=O)[O-] (stereo not given)	1	-4	9	4	8	3.0	-3	2
17	CC12CCC(C(=O)NCc3ccc(F)cc3)(OC1=O)C2(C)C (stereo not given)	-3	-5	0	-7	-18	-0.2	1	3
18	Cc1ccc(S(=O)(=O)N2CCN(CCC#N)CC2)cc1	2	3	9	3	0	1.5	6	-2
19	COc1ccc(/C(C#N)=C/c2c(-c3ccc(Cl)cc3)nc3c(C)cccn23)cc1	-8	-6	20	23	-5	7.1	-4	25
20	COc1ccc(-c2nc(CS(=O)(=O)CC(=O)Nc3cccc(C(C)=O)c3)c(C)o2)cc1	-3	-1	7	-1	17	-0.6	1	-12
21	N#Cc1nc(-c2ccco2)oc1N1CCC(Cc2ccccc2)CC1	0	-2	0	-1	1	6.7	2	2
22	CCC(=O)Nc1ccc(S(=O)(=O)Nc2cc(C)on2)cc1	-4	-1	-2	0	-2	0.4	1	5
23	COc1ccc(/C(C)=N/Nc2ccc(F)cc2F)c(O)c1	-6	0	2	1	-6	-1.5	1	1
24	CCCNC(=O)c1ccc(COc2ccc(CCC)cc2OC)o1	0	-1	2	-1	.	0.2	0	1
25	COc1ccc(CCC(=O)Nc2c(C)n(C)n(-c3ccccc3)c2=O)cc1	-2	-11	-3	5	-2	-1.2	-6	-8
26	CC(=O)c1ccc(NS(=O)(=O)c2cc3c(cc2C)N(C)CCO3)cc1	-2	-3	4	-19	1	1.3	-1	-16
27	O=C(CSc1nnc2ccccn12)NC(=O)Cc1ccccc1	0	-2	0	-2	11	-0.6	2	-9
28	O=C(CC(c1ccccc1)c1ccccc1)Nc1ccc(O)cc1	-11	8	20	4	-2	-0.8	-4	-5
29	COC(=O)CCc1c(C)nn(-c2ccccc2)c1C	0	1	12	-6	-5	1.3	1	6
30	CCN1CCN(C(=S)Nc2ccccc2Cl)CC1	0	-10	-5	-9	0	0.6	1	1
31	COc1ccc(CC(=O)Nc2cccc(-c3csc(C)n3)c2)cc1	-4	-2	3	5	-58	104*	0	6
32	O=C(CN1C(=O)c2ccccc2C1=O)Nc1ccc(S(=O)(=O)NCC2CCCO2)cc1 (stereo not given)	0	-4	-6	-4	4	0.1	-2	-3
33	O=C(COC(=O)/C=C/c1cccc(C(F)(F)F)c1)NC(=O)NCc1ccco1	-2	-4	6	-3	-12	-0.4	2	6
34	Cc1c(NC(=O)CSCc2ccc(Br)cc2)c(=O)n(-c2ccccc2)n1C	0	-16	1	-8	-14	-0.3	-5	-6
35	CCCN1C(=S)SC(C)(C)C1/[N+]([O-])=C/c1ccc(S(=O)(=O)NC)cc1 (stereo not given)	3	-6	8	-5	46	1.3	-8	-5
36	Cc1cc(C)cc(OCC(O)CN2C(=O)NC(C)(C)C2=O)c1 (stereo not given)	0	-3	-12	-3	-3	-0.9	-1	-2
37	COC(=O)c1ccc(NC(=O)c2ccc3c(c2)OCO3)cc1	-15	-5	-8	-9	-56	-3.0	-3	-6
38	CCOCCCNCC(=O)NCC1CCCCC1	1	-6	-2	-1	8	0.8	2	5
39	O=C(NCCc1ccccc1)C1CCCN(C(=O)NC2CCCCC2)C1 (stereo not given)	-1	-3	-4	-2	13	1.6	-2	-2
40	CCOC(=O)c1c(NC(=O)C2COc3ccccc3O2)sc(C(C)=O)c1C (stereo not given)	2	-8	36	14	42	6.8	-5	7
41	Cc1cc(N2CCC(C(=O)NC3CCCCC3)CC2)nc(-c2ccccc2)n1	0	-1	-2	6	3	0.6	-1	-9
42	CCN(C(=O)c1cc(Cl)ccc1Cl)C1CCS(=O)(=O)C1 (stereo not given)	1	0	5	-10	-2	-0.5	1	-3
43	COc1ccc(S(=O)(=O)Nc2noc3ccccc23)cc1	5	1	1	-16	-1	-1.0	4	-5
44	CCOC(=O)c1c(-c2ccccc2)csc1NC(=S)N(CC)CC	-1	.	18	-2	-2	2.8	.	-4
45	O=C1CC(Cc2ccccc2)C(=O)N1Cc1ccco1 (stereo not given)	-1	-4	12	-1	2	-1.9	3	-1
46	Cc1ccc(-c2nn(-c3ccccc3)cc2/C=N/NC(=O)CSc2nnc(C)n2-c2ccccc2)cc1	-1	0	-20	24	17	-15	-1	2
47	C=C(C)C(=O)Nc1cccnc1Oc1ccc(F)cc1F	0	0	4	-7	5	1.9	-1	8
48	CCOc1ccc(/C=N/NC(=O)c2[nH]ncc2Br)c(O)c1	27*	-4	7	7	41	0.9	-1	-9
49	Cc1nn(-c2ccccc2)nc1C(=O)Nc1ccc2c(c1)OCCO2	-6	-4	3	4	-3	0.3	0	-6
50	COC(CNC(=O)c1ccc(CS(=O)(=O)c2ccccc2)o1)OC	0	-5	9	-21	27	0.3	-5	5
51	CCOc1cc(NC(=S)Nc2cccc(OC)c2)c(OCC)cc1NC(=O)C(C)C	-1	-8	10	13	22	4.7	-5	8
52	O=C(/C=C/c1cn(-c2ccccc2)nc1-c1cccnc1)c1ccco1	-7	-1	14	44*	-2	1.7	6	8
53	O=C(Nc1ccc(Cl)cc1)c1nc[nH]c1C(=O)NCc1ccccc1	24*	-12	10	-22	29	2.9	-3	23
54	COc1ccc(-n2c(Cc3cccn3C)nnc2SCC(=O)Nc2ccc(C(C)=O)cc2)cc1	1	2	4	6	0	0.3	4	0
55	Nc1nc(COc2ccc(F)cc2Cl)nc(N2CCCCC2)n1	1	-1	-2	7	17	-1.1	1	-2
56	Cc1ccc(C)c(S(=O)(=O)N2CCCOC2CNC(=O)C(=O)NC2CCCCC2)c1 (stereo not given)	-1	-11	1	1	-15	0.5	-3	-2
57	Cc1ccc2n(n1)c(=O)c(Cc1ccccc1)c([O-])[n+]2-c1ccccc1	-2	-3	4	-9	4	0.2	-2	3
58	Cc1ccc(N=C2C(=S)N(c3ccc(C)cc3)C(=N)N2/N=C/c2ccc(Cl)cc2)cc1	-2	8	21	3	-21	2.2	6	9
59	CC(=O)c1ccc(NC(=O)COC(=O)CC2CC3CCC2C3)cc1 (stereo not given)	-2	0	14	-1	-3	6.0	2	2
60	CCOC(=O)C1=C(C)N(C)C(=O)NC1c1cccc2ccccc12 (stereo not given)	-1	3	11	-7	15	-0.5	-5	3

Record cards (already shown).
`COC(CNC(=O)c1ccc(CS(=O)(=O)c2ccccc2)o1)OC` is listed with NR3A LBD binder = 0; APOBEC3G inh = -5; CCR6 antag = 9; EBI2 antag = -21; Gli-Sufu block = 27; MPTP block = 0.3; A3A deaminase = -5; CXCR6 block = 5
`O=C(CN1C(=O)c2ccccc2C1=O)Nc1ccc(S(=O)(=O)NCC2CCCO2)cc1` (stereo not given) is listed with NR3A LBD binder = 0; APOBEC3G inh = -4; CCR6 antag = -6; EBI2 antag = -4; Gli-Sufu block = 4; MPTP block = 0.1; A3A deaminase = -2; CXCR6 block = -3

Additional compounds:
no.	SMILES	NR3A LBD binder	APOBEC3G inh	CCR6 antag	EBI2 antag	Gli-Sufu block	MPTP block	A3A deaminase	CXCR6 block
61	CC1CCc2c(C(=O)Nc3ccccn3)csc2C1 (stereo not given)	0	-5	12	-2	-84	0.0	1	-6
62	O=C(NCC1CCCO1)c1cc([N+](=O)[O-])ccc1N1CCC(Cc2ccccc2)CC1 (stereo not given)	4	-4	21	10	5	-0.4	-6	-1
63	CC(=O)Nc1ccc(S(=O)(=O)Nc2ncccn2)cc1	5	0	-5	2	-5	-0.7	3	15
64	CCO[C@@H]1OC(C(=O)NC2CC2)=C[C@H](c2ccccc2)[C@H]1CCCO	0	-9	-3	-5	0	-2.1	-4	9
65	CCOc1ccc(N=Nc2cc(C(C)C)ccc2O)cc1	2	-1	14	21	-11	2.3	0	-14
66	COc1cccc(S(=O)(=O)Nc2ccc(C(=O)Nc3ccncc3)cc2)c1	-15	1	4	-8	0	13	3	3
67	COc1cccc2c1OCC(CN1CCN(Cc3ccccc3F)C(CCO)C1)=C2 (stereo not given)	-2	7	10	-6	46	0.2	-9	4
68	CN1CCC(OC(=O)COc2ccc(Cl)cc2Cl)CC1	0	6	-3	-5	0	4.5	2	9
69	Cc1ccc(-c2nc3ccccc3s2)cc1NC(=S)NC(=O)c1cccc2ccccc12	-2	-9	21	-4	-11	-0.8	-4	5
70	COc1ccc(C(c2nnnn2C(C)(C)C)N2CCN(C)CC2)cc1OC (stereo not given)	0	-3	11	8	-5	-2.7	1	3
71	CC(C)OC(=O)CSc1nnc(-c2ccc([N+](=O)[O-])cc2)o1	-1	1	-17	-4	-7	-0.5	1	-24
72	COc1cc2c(cc1[N+](=O)[O-])n(C(C)C)c(=O)n2C(C)C	-2	-8	17	-5	0	-0.7	-1	8
73	COc1ccc(C(=O)NCc2ccccc2)cc1S(=O)(=O)N1CCCc2ccccc21	-9	-7	0	5	2	-1.3	1	2
74	C#CCOCCOCCOCCNc1nc(N2CCN(C(=O)C([C@@H](C)O)n3cc([C@@H](N)CCCCN)nn3)CC2)nc(N2CCN(C(=O)[C@H](CCCCN)n3cc([C@@H](N)[C@H](C)CC)nn3)CC2)n1 (stereo not given in full)	3	4	-17	1	-9	-2.8	-1	1
75	COc1cccc(NC(=O)c2nc(SC)ncc2Cl)c1	-3	-10	17	-5	21	0.6	-2	4
76	CCOC(=O)c1sc(NC(=O)CN(CC)CC)c(C(=O)OCC)c1C	2	-3	-6	12	1	0.4	5	-2
77	O=C(O)C1C2C=CC(C3CC23)C1C(=O)NCCc1ccccc1 (stereo not given)	0	1	-2	7	7	-15	4	6
78	COc1ccc(/C=N/n2c(-c3ccccc3)n[nH]c2=S)cc1	1	27	17	-4	-18	0.1	-4	5
79	COc1cc(C(=O)NCCc2ccccc2)ccc1OCC(=O)N1CCOCC1	-1	-3	-4	-5	3	-0.9	3	4
